Source: PubChem
RGS4 inhibitor: inhibitors of human regulator of G protein signaling 4; Transcreener GDP fluorescence polarization, RGS4-accelerated GTP hydrolysis; Potency, µM (top dose mostly 114 µM), for the others: top-dose activity change, negative = inhibition, usual class: inhibitors; hit rate 0.039% among 390,000; note: potency is the fitted concentration of half-maximal effect; % is set by controls: 0 for no effect and ±100 for the full control effect; nearly all actives have a fitted effect of over 75% in size; some results filed as inactive show a strong effect at the top dose
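MLSMR compounds (23 nl, pin-transferred) preincubated 10 min at room temperature with a 500nM (2x) first reagent, then RGS4 at 900nM (2x) plus Transcreener GDP mix added; fluorescence polarization (620/688 nm) read before and after 90 min at 30 °C.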
PI4K2A inh: inhibitors of human PI4K2A; activity change, negative = inhibition, % at 76.9 µM; hit rate 0.13% among 420,000; Q9BTU6; purified PI4K2A, ADP-Glo luminescence, 1 h; stronger effect = lower value; in the data active = activity change below about -50%; inconclusive = mostly about -30% to -49%;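 note: -100% = wells without enzyme as full effect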
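ADP-Glo luminescence measured ADP generated by PI4K2A enzyme (4 ug/mL before mixing) with 1.2 mM PI substrate (pre-mix) and 300 microM ATP (pre-mix). Tris pH7.5 buffer with MgCl2, Triton X-100; 1 h reaction at ambient temperature.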
BAZ2B block: inhibitors of human BAZ2B bromodomain | AlphaScreen BAZ2B-H3K14Ac peptide displacement | hit rate 4.4% among 360,000 | Potency, µM (series often up to 114 µM), for the others: at the highest dose activity change, negative = inhibition, actives largely listed as inhibitors; note: potency is the fitted concentration of half-maximal effect; % is set by controls: 0 for no effect and ±100 for the full control effect; nearly all actives have a fitted effect of over 60% in size
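BAZ2B (50 nM) with biotin-H3(5-23)K14Ac peptide (50 nM) in PBS pH 7.4, 0.01% Tween-20, preformed 30 min, then compound 30 min at room temperature; top concentration 110uM. AlphaScreen streptavidin donor/nickel chelate acceptor beads (10 ug/mL final), 20 min dark, signal read.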
12-LOX inh: inhibitors of human 12S-lipoxygenase ALOX12; P18054; purified 12hLO, xylenol orange hydroperoxide absorbance; Potency, µM (series often up to 108 µM), inactives show top-dose activity change, negative = inhibition, hits mostly inhibitors; hit rate 1.1% among 580,000; AID 1671190; note: potency is the fitted concentration of half-maximal effect; % is set by controls: 0 for no effect and ±100 for the full control effect
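Purified human 12hLO at 150 nM in 25 mM Hepes, 0.01% Triton X-100, pH 7.0, preincubated 15 min at room temperature with compound. Reaction started with 40 uM arachidonic acid, 30 min at room temperature. Hydroperoxide measured by Fe-xylenol orange, 573/405 nm absorbance ratio.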
JMJD2A Tudor: inhibitors of human JMJD2A Tudor domain; O75164; AlphaScreen JMJD2A-Tudor / H3K4me3 peptide binding; Potency, µM (doses to about 114 µM), inactives show at the top dose activity change, negative = inhibition, most hits filed as inhibitors; hit rate 4.4% among 390,000; AID 504339; note: potency is the fitted concentration of half-maximal effect; % is set by controls: 0 for no effect and ±100 for the full control effect; nearly all actives have a fitted effect of over 50% in size
ERG-DNA inh: inhibitors of human ERG Ets domain-DNA interaction; P11308; fluorescence polarization, His-ERG Ets domain / labelled DNA; Potency, µM (highest dose often 76.9 µM), inactives show top-dose FP activity, negative = inhibition, usual class: inhibitors; hit rate 0.028% among 370,000; AID 624246; active = well fitted inhibition curve with a large enough effect in the polarisation, with a control signal flat; inconclusive = small, poorly fitted or top-dose-only effect, or effect the other way, or a change in a side signal; inactive = no such curve, though single readings can be large or run the other way; the % refers to the polarisation;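 note: polarization taken with two DNA probes labelled with fluorescein and Texas red; potency is the fitted concentration of half-maximal effect; % of control where 0% means no effect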
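His-tagged ERG Ets domain (1 uM in the protein solution; 300mM KCl, 50mM Tris-HCl, 1mM EDTA, 1mM DTT, pH 7.5) received compound, then a probe mix of 5 nM fluorescein-DNA and 100nM Texas-615-DNA. Fluorescence polarization was read for both dyes.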
G9a inh: inhibitors of human histone lysine methyltransferase G9a; Q96KQ7; G9a H3K9 monomethylation, AlphaScreen, 2 h; Potency, µM (top dose mostly 102 µM), without a hit: at the highest dose activity, negative = inhibition, most hits filed as inhibitors; hit rate 8.8% among 350,000; AID 504332; note: potency is the fitted concentration of half-maximal effect; % is set by controls: 0 for no effect and ±100 for the full control effect; nearly all actives have a fitted effect of over 75% in size
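Signal arises when biotinylated H3K9 peptide, once monomethylated, bridges streptavidin donor and antibody-captured acceptor beads. Enzyme at 20 nM was preincubated 15 min with test compounds; peptide 500 nM and SAM 20 uM then reacted for 2 h.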
GLS inh: blocks human kidney-isoform glutaminase activity | O94925 | GLS enzymatic activity, qHTS titration | Potency, µM (top dose mostly 45.5 µM), inactives show at the top dose activity change, negative = inhibition, most hits filed as inhibitors | hit rate 0.21% among 410,000; note: potency is the fitted concentration of half-maximal effect; % is set by controls: 0 for no effect and ±100 for the full control effect
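Coupled fluorescence readout: glutamate oxidase/HRP/Amplex Red detect glutamate formed by hKGA from L-glutamine (1 mM solution added). Buffer 45 mM KH2PO4 pH 8.2, 0.02% Tween-20; reads at t0 and 30 min RT.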
HP1b chromo inh: HP1-beta chromodomain-methylated histone interaction inhibition; AID 540317; hit rate 0.56% among 390,000; Potency, µM (titrated, usually from 114 µM), for inactives: top-dose activity change, negative = inhibition, actives largely listed as inhibitors; P83916; AlphaScreen HP1-beta / biotin-H3K9me3 peptide binding; note: potency is the fitted concentration of half-maximal effect; nearly all actives have a fitted effect of over 70% in size; inactives centre near 23
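Compound inhibition of the preformed complex between 50 nM HP1-beta and 50 nM biotinylated H3K9me3 peptide was read by AlphaScreen. Buffer was PBS pH 7.4 with 0.01% Tween-20. Incubations ran 30 min at room temperature, with 10 ug/mL donor/acceptor beads.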
* marks the source's active call; other numbers are inactive results; ? = inconclusive; / = no result given; & = joins results of further samples; [ ] = another dose, or the depositor's remark. Unless noted, calls come from the whole dose curve; as a rule, active = well fitted curve in the direction sought with a large enough effect; inconclusive = small, poorly fitted or top-dose-only effect, or another doubt; inactive = no such curve, though single readings can be large; an effect the other way counts as inactive or inconclusive.

SMILES | RGS4 inhibitor | PI4K2A inh | BAZ2B block | 12-LOX inh | JMJD2A Tudor | ERG-DNA inh | G9a inh | GLS inh | HP1b chromo inh
O=C(/C=C/c1ccco1)Nc1ccccc1N1CCCC1 | 2.2% | 2.8 | ? | -14.1% | ? | -3.8% | 44.7µM* | 0.4% | -15.9%
COc1cccc(N2CCN(C(=O)c3cnn(-c4ccc(C)cc4C)c3C3CCN(C(=O)OC(C)(C)C)CC3)CC2)c1 | 4.1% | -1.1 | -23.9%[57.1 µM] | -9.8% | ? | 3.3% | ? | -10.2% | 2.1%
O=C(Nc1ccccc1C(=O)N1CCOCC1)C1CCC(=O)N1C1CCCC1 (stereo not drawn) | -7.9% | -4.7 | -6.6% | -7.6% | -6.3% | -2.3% | 9.4%[12.7 µM] | -17.6% | 26.1%
Cc1ccc(CNC(=O)c2ccc3c(=O)[nH]c4c(C(=O)NCC5CCCO5)sc(=S)n4c3c2)cc1 (stereo not drawn) | ? | 2.0 | 35.5µM* | ? | ? | 14.0% | ? | -12.8% | -38.4%
O=[N+]([O-])c1ccc(Oc2ccc(/C=N/O)cc2)nc1 | 25.8% | 0.7 | 0.2% | -11.8% | -16.8% | 5.9% | 9.5%[0.501 µM] | 11.6% | 7.8%
Clc1ccc(CCNc2ncnc3c2nnn3Cc2ccccc2)cc1 | -17.2% | 5.6 | 1.7% | 0.0% | -17.0% | 12.6% | -0.3% | 26.6% | 15.5%
Clc1ccc(N=NN2CCOCC2)cc1 | -1.9% | -2.7 | 6.6% | ? | 2.0% | -13.7% | 50.1µM* | 1.3% | 26.4%
COc1ccc(N2CC(C(=O)Nc3ccc([N+](=O)[O-])cc3Br)CC2=O)cc1 (stereo not drawn) | -14.9% | -5.4 | -10.4% | ? | -28.3% | -6.8% | ? | 3.7% | -5.9%
N#Cc1ccc(N2CCCC2C(=O)O)c([N+](=O)[O-])c1 (stereo not drawn) | 24.4% | -2.9 | ? | 0.0% | -12.2% | -1.2% | / | -0.2% | 29.7%
CCOC(=O)CNC(=O)CSc1nc2sc(C)c(C)c2c(=O)n1C | -23.6% | 0.4 | -26.5% | -14.1% | -25.2% | -1.2% | 44.7µM* | -12.8% | 6.1%
CCOC(=O)c1c(NC(=O)C(=O)N/N=C/c2ccc(OCC)cc2)sc2c1CCCCC2 | -0.8% | -0.8 | -2.0% | 10.7% | -8.1% | 1.6% | 0.4%[59 µM] | -1.6% | 48.2%[activator]
Cc1cccc(C)c1NC(=O)c1ccc2c(c1)CCN2S(C)(=O)=O | -9.8% | -0.1 | 3.7% | 0.0% | -8.5% | 1.3% | -8.7% | 4.5% | 26.9%
O=C(c1cnccn1)N1CCN(C/C=C/c2ccccc2)CC1 | -30.2% | 3.9 | 7.6% | 0.0% | -1.6% | -17.6% | -9.4%[59 µM] | -5.9% | 34.7%
O=S(Cc1ccc(Br)cc1)Cc1nnc(SCc2ccc(Cl)cc2)n1-c1ccccc1 (stereo not drawn) | -42.1% | 3.2 | -0.7% | ? | -19.4% | 0.9% | 8.9% | -1.4% | 17.2%
COc1cc(OC)cc(C(=O)NCCNC(=O)c2ccccc2)c1 | -15.8%[11.4 µM] | 0.5 | -22.0% | 0.0% | 1.6%[57.1 µM] | -6.6% | 12.2%[12.7 µM] | -12.0% | 26.3%
Cc1ccccc1NC(=O)CCS(=O)(=O)c1ccc(Br)cc1 | -7.1% | 2.4 | -11.4% | -2.1% | 2.5% | 2.3% | -1.8% | -15.7% | -5.3%
CC(C)CN(CC(C)C)S(=O)(=O)c1ccc(C(=O)Nc2sc3c(c2C(N)=O)CCN(C(C)C)C3)cc1 | -5.9% | -0.9 | 1.0% | -16.6% | -19.0% | -2.6% | 0.6%[59 µM] | 7.3% | 40.3%[activator]
CC(=O)NCC(=O)OCc1ccc([N+](=O)[O-])cc1 | 17.2% | -1.3 | -6.3% | -0.5% | -11.4% | -4.4% | -3.8% | 7.7% | 21.3%
CC1(C)CC(=O)N(CC(=O)NCc2ccc(F)cc2)c2ccccc2S1(=O)=O | -2.9% | -2.1 | 9.3% | 428.9%[activator] | -2.1% | -5.4% | 11.3% | -1.8% | 45.1%[activator]
CC1(C)OC(=O)C(=CNc2ccccc2F)C(=O)O1 | -2.9% | -1.6 | 10.0% | -7.4% | -20.0% | 4.7% | 25.9%[59 µM] | 17.2% | ?
O=C1NC(=S)S/C1=C\c1cc(Cl)ccc1Cl | ? | -0.2 | / | 7.94µM* | ? | 0.5% | / | 41.6%[activator] | -34.2%
CCCCNc1cc(C(=O)O)cc(S(N)(=O)=O)c1Oc1ccccc1 | 11.9%[56.9 µM] | -3.9&1.3&-0.1 | -2.5% | -5.0% | -6.2% | -8.6% | -7.4%[59 µM] | 10.6% | 48.1%[activator]
O=C(NCc1cccnc1)c1cccc(C(F)(F)F)c1 | -8.8% | 3.5 | -0.8% | 17.9% | -1.9% | 7.9% | -33.3%[59 µM] | -3.3% | 50.5%[activator]
Cn1c(N2CCOCC2)nc2c1c(=O)n(Cc1ccc(Cl)cc1)c(=O)n2C | -16.6% | -5.2 | / | -2.8% | -18.5% | -7.6% | / | 12.6µM* | 6.2%
CCN(CC)S(=O)(=O)c1ccc(N2CCOCC2)c(NC(=O)c2c3c(nc4ccccc24)CCC3)c1 | -3.5% | -13.4 | -38.5% | ? | ? | -3.0% | -22.7%[59 µM] | -0.7% | -8.4%

(next part)
SMILES | RGS4 inhibitor | PI4K2A inh | BAZ2B block | 12-LOX inh | JMJD2A Tudor | ERG-DNA inh | G9a inh | GLS inh | HP1b chromo inh
CCn1c2ccccc2c2cc(NC(=O)CN3CCCC3)ccc21 | 18.1% | -3.1 | -42.9% | 5.7% | ? | -4.7% | ? | -9.1% | -13.8%
O=C(NNS(=O)(=O)c1ccc(F)cc1)c1sccc1-n1cccc1 | -20.3% | -8.0 | -20.8% | -14.9% | -9.8%[11.4 µM] | 3.3% | -5.4% | -0.1% | 33.6%
O=C(NCc1ccco1)c1c(F)cccc1Cl | -20.4% | 9.9 | 0.7% | -5.4% | -12.6% | 3.8% | -16.1%[59 µM] | -1.2% | 10.3%
COC(=O)c1ccccc1NC(=O)CCCn1nc(C)c2c(C)n(-c3ccccc3)nc2c1=O | 19.0%&-6.4% | 1.7&0.4 | -4.3%&-1.7% | -1.6%&-6.2% | -4.5%&12.4% | 8.4%&-1.9% | -14.0%[0.0925 µM] | 4.2%&2.6% | 25.0%&33.7%
Cc1cccc(C)c1NC(=O)CN1C(=O)C(C)Oc2ccccc21 (stereo not drawn) | 6.5% | -4.1 | ? | 293.8%[activator] | -18.7% | 4.8% | 43.5% | -5.5% | 23.3%
CCc1ccc(OCC(=O)NNCC(=O)Nc2ccc(OC)cc2)cc1 | -8.1% | -0.3 | 8.5% | 0.1% | -10.3% | -9.3% | -45.0% | -7.2% | 25.0%
Cc1c(C#N)c(O)n(CCO)c(=O)c1N=Nc1ccc2c(c1)COC2=O | 9.8% | -7.1 | -17.5% | 176.5%[activator] | -34.4% | -12.2% | 50.1µM* | 2.3% | -18.0%
O=[N+]([O-])c1ccc(Cl)c(S(=O)(=O)/N=C(/c2ccccc2)N2CCOCC2)c1 | 20.0% | 9.2 | 1.1% | -11.3% | -14.1% | -8.4% | -49.4% | 3.0% | -15.1%
O=C(C=Cc1cccc(Cl)c1)c1ccccc1 | ? | 15.8 | / | -9.0% | 70.3%[activator] | 6.8% | / | -6.9% | 91.3%[activator]
NC(=O)NNc1cccc(Cl)n1 | -26.6% | 1.4 | -14.6% | 7.1% | -10.3% | -6.0% | -29.8% | 13.0% | 38.7%
Cc1cccc(C(=O)Nc2ccccc2NC(=O)c2cccc(C)c2)c1 | 8.6% | -0.1 | -8.6% | -21.7% | -1.4% | 1.3% | 2.6% | 5.6% | 28.7%
O=C(NN1C(=O)c2ccccc2NC12CCCCC2)c1ccccc1 | 0.1% | -0.4 | -24.5% | 9.7% | -4.8% | 0.7% | -7.4%[59 µM] | -2.7% | 35.6%
COc1ccc(OC)c(CNC(=O)c2nn(C)c3c2CSc2ccccc2-3)c1 | -15.4% | 10.6 | -2.6% | -1.0% | -2.0% | 0.2% | -42.1%[59 µM] | 0.9% | 87.3%[activator]
Cc1oc(-c2ccccc2F)nc1CS(=O)(=O)CC(=O)N1CCCCCC1 | 10.4% | 5.5 | -9.8% | 7.8% | -9.7% | 0.0% | -17.5%[59 µM] | 2.3% | 30.7%
COCCCNCC(=O)c1c(N)n(Cc2ccccc2)c(=O)n(C)c1=O | -33.8% | -4.0 | ? | ? | 79.4µM* | -1.7% | ? | 4.4% | -15.9%
CC(=O)c1cccc(NC(=O)CCS(=O)(=O)c2cc(Br)cc3c2N(C(=O)C2CC2)CC3)c1 | 6.3% | 3.0 | -11.9% | -11.5% | ? | -13.2% | -6.0%[59 µM] | -0.8% | 46.7%[activator]

Not all compounds are listed; rates above refer to the full screens.
